# CHRM5 agonist = CHRM5 agonism in calcium assay | P08912 | CHO-K1 hM5 cells, Fluo-8 calcium fluorescence; 0% DMSO wells, 100% maximal acetylcholine response | activation, % at 3 µM | actives 0.19% (n = 360,000);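 active means activation above the run's mean over test compounds plus 3 SD, cut at about 23% in these data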;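 further: signal is peak over basal fluorescence ratio across the kinetic read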
# TAAR1 agonist = human TAAR1 agonism; activation, % at 3 µM; Q96RJ0; actives 0.99% (n = 360,000); AID 624467; CHO RD-HGA16 TAAR1, Fluo-8 calcium fluorescence; vehicle wells 0%, saturating PEA agonist 100%;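 active means activation above the mean activation of all test compounds in the run plus 3 SD, cut at about 38% in these data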
#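 Test system: RD-HGA16 (CHO) cells co-expressing Gα16 and hTAAR1; dosing: one-point dosing at 3 µM (nominal); timing: 17-24 h seeding, 75 min 37 °C dye, 30 min RT; signal: kinetic Fluo-8 calcium fluorescence; read-out basis: % activation relative to PEA EC100 response; controls: DMSO and PEA EC100; replicates: n 1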
# M1 antag = blocks human M1 muscarinic receptor. CHO-K1 hM1, Fluo-8 calcium fluorescence, ACh EC80 antagonist. inhibition, % at 3 µM. P11229. actives 1.3% (n = 360,000). AID 588852;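 active means percent inhibition above its own plate's cutoff, namely the mean of that plate's compound wells plus 3 SD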;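 further: peak over basal fluorescence ratio during 140 s after agonist addition; 0% = ACh EC80 plus DMSO and 100% = DMSO alone without agonist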
# Target sequence (P11229 whole entry, looked up): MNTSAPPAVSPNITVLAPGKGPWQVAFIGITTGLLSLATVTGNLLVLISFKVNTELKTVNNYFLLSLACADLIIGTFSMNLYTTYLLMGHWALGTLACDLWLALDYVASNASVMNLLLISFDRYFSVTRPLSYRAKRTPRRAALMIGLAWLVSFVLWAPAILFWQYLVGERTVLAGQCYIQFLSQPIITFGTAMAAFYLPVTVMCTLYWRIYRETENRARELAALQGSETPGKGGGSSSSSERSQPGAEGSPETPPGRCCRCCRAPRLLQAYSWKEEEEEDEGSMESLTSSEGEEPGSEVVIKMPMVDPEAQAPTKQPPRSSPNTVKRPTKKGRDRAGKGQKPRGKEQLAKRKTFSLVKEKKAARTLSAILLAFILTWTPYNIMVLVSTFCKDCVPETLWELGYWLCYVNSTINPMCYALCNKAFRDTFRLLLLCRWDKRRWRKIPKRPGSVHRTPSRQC
# M1 PAM = positive allosteric modulators of human M1 muscarinic receptor | P11229 | activation, % at 3 µM | actives 0.088% (n = 360,000) | CHO-K1 hM1, Fluo-8 calcium fluorescence, ACh EC20; 0% = ACh EC20, 100% = maximal ACh; in the data active means activation above about 19%, passing the limit was not always enough
# M4 antag = CHRM4 antagonism in calcium assay. inhibition, % at 3 µM. P08173. CHO-hM4 cells, ACh EC80, Fluo-8 calcium fluorescence. actives 0.73% (n = 360,000). AID 624125;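 active means inhibition above its plate's cutoff, the mean inhibition of sample wells plus 3 SD, cut at about 27% in these data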;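 further: 0% = acetylcholine EC80 with DMSO and 100% = DMSO without agonist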
# Target sequence (P08173 whole entry, looked up): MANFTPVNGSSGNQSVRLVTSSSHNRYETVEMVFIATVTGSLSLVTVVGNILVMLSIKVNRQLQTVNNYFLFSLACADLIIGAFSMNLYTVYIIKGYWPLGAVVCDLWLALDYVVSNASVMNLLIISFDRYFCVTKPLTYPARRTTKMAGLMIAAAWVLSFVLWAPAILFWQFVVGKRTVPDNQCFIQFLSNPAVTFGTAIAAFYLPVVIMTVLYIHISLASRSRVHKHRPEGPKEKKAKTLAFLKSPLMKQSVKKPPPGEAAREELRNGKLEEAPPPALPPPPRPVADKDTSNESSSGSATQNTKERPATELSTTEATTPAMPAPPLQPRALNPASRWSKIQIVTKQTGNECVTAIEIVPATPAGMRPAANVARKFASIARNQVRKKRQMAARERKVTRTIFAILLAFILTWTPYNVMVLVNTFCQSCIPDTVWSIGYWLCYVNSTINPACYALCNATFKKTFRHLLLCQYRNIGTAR
# CHRM5 antagonist = blocks acetylcholine activation of human M5 receptor; CHO-hM5 cells, Fluo-8 calcium fluorescence, ACh EC80; inhibition, % at 3 µM; actives 0.59% (n = 360,000);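 active means inhibition above a per-plate cutoff, the mean of that plate's test compounds plus 3 SD, cut at about 27% in these data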;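 further: 0% = acetylcholine EC80 with DMSO and 100% = DMSO without agonist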
# M5 PAM = positive allosteric modulators of human muscarinic M5 receptor; P08912; CHO-K1 hM5, Fluo-8 calcium, ACh EC20 PAM; 0% = ACh EC20, 100% = ACh EC100; activation, % at 3 µM; actives 0.3% (n = 360,000); AID 624038;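 active means activation above the run cutoff, the mean activation of all test compounds plus 3 SD, cut at about 18% in these data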
#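 Measured by: Fluo-8 calcium fluorescence; material: human M5 receptor in CHO-K1 cells; schedule: Post-acetylcholine fluorescence recording 140 s; benchmarks: low control EC20 acetylcholine (0%), high control EC100 acetylcholine (100%); read-out: Max/basal fluorescence ratio as % of EC20–EC100 ACh window; compound: single dose, 3 µM nominal final test concentration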
# M1 ag = human M1 muscarinic receptor agonism; CHO-K1 hM1, Fluo-8 calcium fluorescence, agonist mode; 0% DMSO, 100% acetylcholine EC100; actives 0.33% (n = 360,000); P11229; activation, % at 3 µM; AID 588814;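 active means activation above the run's mean compound activation plus 3 SD, cut at about 16% in these data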;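 further: peak over basal fluorescence ratio within a 140 s kinetic read after compound addition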
# CHRM4 agonist = agonists of human muscarinic M4 receptor (CHRM4) | P08173 | CHO-K1 hM4/Gqi5, Fluo-8 calcium fluorescence; vehicle 0%, full acetylcholine response 100% | activation, % at 3 µM | actives 0.14% (n = 360,000) | AID 624127;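 active means activation above the run mean over all test wells plus 3 SD, cut at about 32% in these data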;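 further: peak over basal fluorescence ratio per well then scaled between controls; 0% = DMSO wells and 100% = acetylcholine at EC100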
# * hit, by the source's call; / = no result given. Not all compounds are listed; count on the stated rates, not on these rows.
SMILES,CHRM5 agonist,TAAR1 agonist,M1 antag,M1 PAM,M4 antag,CHRM5 antagonist,M5 PAM,M1 ag,CHRM4 agonist
COc1ccc(N(CC(=O)NC2CCCC2)C(=O)c2ccc(N3CCCCC3)nc2)cc1,1,11,8,-2,-4,-1,-3,-2,0
COc1ccc(-c2[nH]ncc2-c2csc(C)n2)c(O)c1,0,9,-1,8,-10,-11,10,-5,2
Cc1occc1C(=O)O/N=C(\N)c1ccc(Cl)cc1,-6,0,-4,3,-19,2,0,-5,1
CC1(CO)COC2(OC1)C(=O)Nc1ccccc12 (stereo unspecified),2,1,6,-2,-1,1,-4,-2,1
COc1ccc(NC2=CC(=O)CC(c3ccccc3)C2)c(OC)c1 (stereo unspecified),-2,8,-45,19,-5,4,-5,-4,2
Cc1cc(Br)c(S(=O)(=O)NCc2cccnc2)cc1C,-1,1,-15,9,6,10,-6,-4,0
Cc1cccc(C(C)C)c1NC(=O)COC(=O)CCC(=O)N(CC(C)C)c1c(N)n(CC(C)C)c(=O)[nH]c1=O,2,4,-17,7,-1,-14,3,-2,0
Cc1cc(C)n2nc(/C(C#N)=C/c3ccccn3)c(C#N)c2n1,-1,2,-1,6,2,4,3,-10,2
CSc1ncccc1C(=O)OCC(=O)NCc1ccc2c(c1)OCO2,-1,6,-1,3,10,8,-6,-6,1
O=C(CN(Cc1ccc(F)cc1)C(=O)Cn1nnc2ccccc21)NCC1CCCO1 (stereo unspecified),-3,1,-10,6,6,3,-1,-7,1
CN(C)N1C(N)=C(C#N)C(c2ccccc2Cl)C2=C1CCCC2=O (stereo unspecified),-1,-2,0,-2,1,9,-9,-1,12
COc1ccc(-n2nnnc2SCC(=O)Nc2c(C)n[nH]c2C)cc1,4,2,-16,20,-6,11,1,0,0
Cc1cc(C(=O)Nc2sccc2C(N)=O)c(C)o1,0,2,-10,5,-3,15,3,-2,1
CCOC(=O)c1oc2ccc(S(=O)(=O)n3nc(-c4ccccc4)cc3N)cc2c1C,1,-1,2,0,2,2,-1,-2,-1
CCc1ccc(CN(Cc2cccnc2)C(=O)/C=C/c2ccc(OC)cc2)cc1,-3,-5,-7,7,-6,5,-1,-6,3
O=C(N/N=C/c1cn(-c2cccs2)nc1-c1ccccc1)c1ccccc1O,2,11,8,-11,15,28*,-17,-3,12
Cc1[nH]c2ccccc2c1C(=O)COC(=O)c1nccnc1N,5,2,6,-1,10,1,-3,-3,2
Cc1ccccc1C(C(=O)NC1CCCCC1)N(C(=O)CNC(=O)c1ccco1)c1cccnc1 (stereo unspecified),1,0,1,-11,4,12,-12,-7,10
CC(=O)OC(C)=O,1,0,-3,4,-3,-3,5,-4,2
COc1cc2c(cc1OC)C(c1ccc(Cl)cc1)CC(=O)N2 (stereo unspecified),-4,4,-8,7,8,18,-10,-3,0
CSC(=Nc1ccccc1)C1=C(O)COC1=O,-1,5,3,-1,-2,5,-3,-3,0
CCN(CC(=O)Nc1ccc(OC)cc1)C(=O)CCS(=O)(=O)c1ccc(C)cc1,-3,-2,-17,11,-13,-4,0,-6,0
CC1CCCN(CC(=O)Nc2cccc([N+](=O)[O-])c2)C1 (stereo unspecified),1,0,-2,3,10,7,-3,-8,1
Cc1ccnc2nc(C(=O)Nc3nccs3)nn12,-3,4,-2,3,-5,-2,-3,-3,2
Cc1csc(SCC(=O)N2CCCC2)n1,-2,14,-9,-4,-4,2,0,-2,0
# Carrying on.
SMILES,CHRM5 agonist,TAAR1 agonist,M1 antag,M1 PAM,M4 antag,CHRM5 antagonist,M5 PAM,M1 ag,CHRM4 agonist
C[C@@H]1CN([C@@H](C)CO)C(=O)CCCn2nncc2CO[C@@H]1CN(C)C(=O)Nc1ccccc1F,1,5,-10,6,-13,13,-3,-2,1
O=[N+]([O-])c1ccccc1OCCCOc1cccc2cccnc12,-2,6,-6,3,-3,-1,1,-6,6
O=C1CCCN1c1ccc(S(=O)(=O)NCCc2ccc(Cl)cc2)cc1,3,/,4,-3,-7,-1,-8,-1,8
CCN(C(=O)c1cc2c(C)nc3ccccc3c2o1)c1cc(Cl)ccc1OC,-6,3,9,-4,-3,4,1,-4,0
CCc1nn(CCCC(=O)NCc2ccccc2Br)c(=O)c2cc3occc3n12,-3,4,-7,5,-21,-12,16,-4,4
COc1ccc(C(NC(=O)c2ccccc2F)NC(=O)c2ccccc2F)cc1,0,2,2,-3,4,-1,-5,-1,3
O=C(Nc1ccc(F)cc1)N[C@H]1CC[C@H](CCNS(=O)(=O)c2cccc(Cl)c2)O[C@@H]1CO,-1,0,/,/,-7,16,-9,/,3
CC1(C)CC(=O)C(C2(O)C(=O)N(Cc3ccccc3)c3ccccc32)CO1 (stereo unspecified),1,17,-8,4,-3,-6,-5,-3,4
CN(Cc1ccsc1)C(=O)Cn1cc(Br)ccc1=O,-3,2,-4,0,-8,4,4,-5,2
Cc1ccc(-n2cc(CN(C)Cc3ncc[nH]3)c(-c3cccc(C)c3)n2)cc1,-6,20,-4,4,-15,-3,2,-13,7
CCOC(=O)N1CCN(S(=O)(=O)c2ccc(OC)c(Br)c2)CC1,8,-1,-18,5,-24,-11,-10,-3,4
CN1CCc2nc3ccc(Cl)cc3c(-c3ccccc3Cl)c2C1,-8,1,93*,-26,70*,66*,-18,-12,0
COCCCNc1nc2ccccc2nc1NS(=O)(=O)c1ccc(F)cc1,-1,0,-3,3,-1,2,-1,3,0
O=C(NCCN1CCOCC1)c1cccnc1SCc1ccccc1Cl,1,2,0,0,-3,-3,6,-5,1
C=CCOC(=O)C1=C[C@H](c2coc3ccccc3c2=O)C[C@H](OCc2ccc(CO)cc2)O1,-2,11,7,0,6,15,-8,-3,6
O=C(c1ccc2c(c1)OCCO2)C1CCN(C(=O)Nc2ccccc2F)CC1,-3,0,8,-6,7,13,-5,-8,3
CCN(c1cccc(C)c1)S(=O)(=O)c1ccc2c(c1)N(C(C)=O)CCS2,-8,0,-6,0,7,-15,2,-5,5
COc1cnc(-c2cccc(C(F)(F)F)c2)nc1OC,-1,1,-10,8,7,7,4,-3,1
Cc1ccc(S(=O)(=O)c2cc(C)cc(S(=O)(=O)Nc3ccc(C(=O)O)cc3)c2C)cc1,-1,0,0,6,8,10,-1,2,1
Cc1ccc(C)c2[nH]c(=O)c(CN(CCN3CCOCC3)Cc3nnnn3CC3CCCO3)cc12 (stereo unspecified),-1,3,0,1,-1,8,-5,-8,0
FC(F)(F)c1nnc2sc(-c3ccco3)nn12,-1,10,6,-2,6,-1,1,-5,1
CC(=O)NCCc1nc2cc(NC(=O)COc3ccc(C)cc3)ccc2n1C,1,4,-1,1,11,-10,-2,-5,2
C[C@H](O)[C@@H]1CN2CCc3c([nH]c4ccccc34)[C@@H]2C[C@@H]1N(C)C(=O)NC1CCCCC1,-1,1,-18,10,-16,-1,6,-6,2
c1ccc(-n2nnnc2SCCCSc2nc3ccccc3s2)cc1,-2,5,5,-6,5,4,-6,-7,1
CCCNC(=O)C1(C)CCCN(Cc2ccccc2C#N)C1 (stereo unspecified),0,0,-1,2,6,4,1,-3,1

# A draw from above in order of molecular weight, smallest number first.
SMILES,CHRM5 agonist,TAAR1 agonist,M1 antag,M1 PAM,M4 antag,CHRM5 antagonist,M5 PAM,M1 ag,CHRM4 agonist
FC(F)(F)c1nnc2sc(-c3ccco3)nn12,-1,10,6,-2,6,-1,1,-5,1
O=C1CCCN1c1ccc(S(=O)(=O)NCCc2ccc(Cl)cc2)cc1,3,/,4,-3,-7,-1,-8,-1,8
O=C(c1ccc2c(c1)OCCO2)C1CCN(C(=O)Nc2ccccc2F)CC1,-3,0,8,-6,7,13,-5,-8,3
O=C(NCCN1CCOCC1)c1cccnc1SCc1ccccc1Cl,1,2,0,0,-3,-3,6,-5,1
C=CCOC(=O)C1=C[C@H](c2coc3ccccc3c2=O)C[C@H](OCc2ccc(CO)cc2)O1,-2,11,7,0,6,15,-8,-3,6

# Continued:
SMILES,CHRM5 agonist,TAAR1 agonist,M1 antag,M1 PAM,M4 antag,CHRM5 antagonist,M5 PAM,M1 ag,CHRM4 agonist
O=C(NCc1ccco1)c1cnccn1,-4,7,11,-3,5,2,7,-4,0
COc1cc(-c2cc(C(=O)Nc3ccccc3N3CCOCC3)c3ccccc3n2)cc(OC)c1OC,4,8,14,-14,6,10,-13,-1,13
Cn1c(=O)[nH]c(=O)c2c1ncn2CCN1CCOCC1,-3,3,-34,5,-5,9,-3,-2,1
Cc1cc(C)cc(OCCNC(=O)c2ccc(Br)cc2)c1,-8,1,-2,10,-16,-2,3,0,-2
Cc1ccc(C)c(S(=O)(=O)NCCCN2CCOCC2)c1,0,0,-3,6,-3,8,2,-5,0
CCN(CC)CCNC(=O)CCc1n[nH]c(=O)c2ccccc12,-6,9,-12,-2,2,-9,5,-7,0
O=C(O)c1cccc(NC(=S)N/N=C/c2c[nH]c3ccccc23)c1,-2,3,-14,13,4,5,-3,-6,1
CCOC(=O)C1(Cc2ccccc2Cl)CCN(Cc2csc(C(C)=O)c2)CC1,-10,4,0,-1,-1,4,-11,-6,6
O=C(O)c1cc2cc(Cl)ccc2oc1=O,1,0,-14,12,1,-4,0,1,0
Cn1c(SCC(=O)Nc2ccc(Cl)cc2)nnc1C1CC1,0,1,-5,5,-8,9,-1,-4,3
O=c1ccn([C@@H]2O[C@H](CNCc3ccccc3)[C@@H](O)[C@H]2O)c(=O)[nH]1,1,0,-17,1,-4,6,3,-2,0
O=C(Nc1ccc2c(c1)OCO2)C1CCCN(c2nc3ccccc3s2)C1 (stereo unspecified),3,/,2,-6,-1,-2,-10,-5,12
Cc1ccc(C(=O)/C=C\C(=O)c2ccc(C)cc2)cc1,2,5,-2,6,8,-1,5,-3,2
Cc1ccc(C)c(N2C(=O)CC(Cc3ccccc3)C2=O)c1 (stereo unspecified),4,-1,-21,8,3,-1,-1,-5,-1
CCN(CC(=O)Nc1ccccc1C(F)(F)F)C(=O)C1=COCCO1,1,1,-10,9,4,4,1,-2,0
O=C(CN1C(=O)NC(Cc2ccccc2)C1=O)Nc1ccc(OC(F)(F)F)cc1 (stereo unspecified),2,1,1,5,-8,4,2,-5,3
Cc1ccccc1-c1cc(C(=O)NCc2ccc(OC(F)(F)F)cc2)nn1CC1CC(c2cccc([N+](=O)[O-])c2)=NO1 (stereo unspecified),-1,11,1,-5,-4,11,4,-8,1
CCOc1ccc(-c2nc(N)ncc2Oc2ccccc2Br)c(O)c1,-3,7,12,-5,-6,5,-7,-4,-1
COc1ccc(-n2c(Cn3c(=O)sc4ccccc43)nnc2SCC(=O)N2CCCC2)cc1,0,0,-14,6,-6,2,3,-10,1
COc1ccc(CCn2c(-c3ccc(F)cc3)nc3c(c(=O)c4ccccc4n3C)c2=O)cc1OC,-1,0,-9,6,-5,1,3,-7,0
O=C(Nc1nccs1)[C@@H]1CCCN1S(=O)(=O)c1ccc(Cl)cc1,6,2,-24,10,-3,-5,7,1,3
COc1ccc(-c2cc3c(=O)n(CC(=O)NCCCN4CCN(Cc5ccccc5)CC4)ncn3n2)cc1,-6,0,18,-4,2,24,-10,1,10
Cc1ccc(NC(=O)c2cccc(NC3=NC4CS(=O)(=O)CC4S3)c2)cc1C (stereo unspecified),2,2,-8,4,-1,-1,-2,1,1

# Screens (PubChem)
